# Assay outcomes (PubChem BioAssay)
# Mtb UGM inh: inhibitors of M. tuberculosis UDP-galactopyranose mutase. inhibition, % at 10 µM. 320,000 tested, 0.06% active. P9WIQ1. purified UGM, fluorescence polarization probe displacement; in the data active = inhibition above about 10%, passing the limit was not always enough; inconclusive = no clear call, values can overlap the other calls
# Target sequence (P9WIQ1 whole entry, looked up): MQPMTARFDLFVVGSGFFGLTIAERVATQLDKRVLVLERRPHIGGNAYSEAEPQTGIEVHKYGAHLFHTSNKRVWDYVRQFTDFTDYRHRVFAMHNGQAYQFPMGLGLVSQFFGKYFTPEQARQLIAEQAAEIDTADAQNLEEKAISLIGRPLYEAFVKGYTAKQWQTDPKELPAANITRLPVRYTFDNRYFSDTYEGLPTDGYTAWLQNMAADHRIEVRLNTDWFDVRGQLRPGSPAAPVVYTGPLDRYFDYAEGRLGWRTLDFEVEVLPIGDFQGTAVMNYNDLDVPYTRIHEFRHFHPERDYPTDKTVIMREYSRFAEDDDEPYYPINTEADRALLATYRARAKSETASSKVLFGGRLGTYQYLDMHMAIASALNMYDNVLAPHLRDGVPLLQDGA
# Mtb BioA inh: BioA (M. tuberculosis) enzyme inhibition | inhibition, % at 9.99 µM | 360,000 tested, 0.096% active | purified M. tuberculosis BioA enzyme, plate reader; in the data active = inhibition above about 40%; inconclusive = no clear call, values can overlap the other calls
# BoNT F protease: inhibitors of Botulinum neurotoxin F light chain protease; Multiplex microsphere protease cleavage assay, flow cytometry; inhibition, % at 10 µM; 360,000 tested, 0.22% active; AID 588497; in the data active = inhibition above about 35%, passing the limit was not always enough; inconclusive = no clear call, values can overlap the other calls; also: plate controls were buffer without enzyme for full effect and enzyme alone for no effect
# GDH-TPI counter: inhibits GDH-TPI coupling enzymes, artifact for Mtb FBA screen; GDH-TPI coupled enzyme counterscreen, NADH absorbance; inhibition, % at 4.8 µM; 360,000 tested, 1.2% active; AID 588335;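 also: 0% = DMSO wells and 100% = wells lacking the enzyme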
# PrPC surface inh: inhibitors of human cell surface prion protein PrPC | P04156 | TR-FRET read-out | inhibition, % at 13.8 µM | 370,000 tested, 0.43% active; in the data active = inhibition above about 24%; also: 0% = median of the test wells and 100% = reference compound wells
# Mtb FBA inh: Mtb fructose-bisphosphate aldolase inhibition; purified M. tuberculosis FBA, fluorescence read-out; 360,000 tested, 2.3% active; inhibition, % at 1 µM; in the data active = inhibition above about 27%;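 also: 0% = vehicle and 100% = reference inhibitor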
# Target sequence (P9WQA3 whole entry, looked up): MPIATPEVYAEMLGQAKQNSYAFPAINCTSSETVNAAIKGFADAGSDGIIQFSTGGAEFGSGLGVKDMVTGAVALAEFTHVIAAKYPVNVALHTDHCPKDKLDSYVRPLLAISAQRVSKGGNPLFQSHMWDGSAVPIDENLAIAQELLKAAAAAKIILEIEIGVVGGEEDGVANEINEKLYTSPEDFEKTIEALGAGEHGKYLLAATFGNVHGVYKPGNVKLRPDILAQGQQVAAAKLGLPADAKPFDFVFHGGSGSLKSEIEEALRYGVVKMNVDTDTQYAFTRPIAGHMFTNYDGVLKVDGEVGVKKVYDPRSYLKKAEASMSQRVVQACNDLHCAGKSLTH
# CCHF vOTU inh: CCHFV vOTU protease inhibition. Pep-AMC fluorescence. inhibition, % at 11.5 µM. 370,000 tested, 0.55% active. AID 651958; also: 0% = vehicle wells with enzyme and 100% = no enzyme wells
# FadD28 binding: M. tuberculosis FadD28 bisubstrate binding inhibition; FadD28 bisubstrate probe binding, fluorescence polarization; inhibition, % at 12.5 µM; 360,000 tested, 0.22% active; in the data active = inhibition above about 8.5%, passing the limit was not always enough; inconclusive = no clear call, values can overlap the other calls
# BoNT A protease: blocks Botulinum neurotoxin A light chain protease | multiplex microsphere protease substrate cleavage, flow cytometry | inhibition, % at 10 µM | 360,000 tested, 0.17% active | AID 588499; in the data active = inhibition above about 30%; inconclusive = no clear call, values can overlap the other calls; also: plate controls were buffer without enzyme for full effect and enzyme alone for no effect
# Active calls of the source: *; ? = inconclusive; / = not tested or not shown. Rule as the data show it, unless noted: active = inhibition above about 30%; inactive = the rest.
SMILES,Mtb UGM inh,Mtb BioA inh,BoNT F protease,GDH-TPI counter,PrPC surface inh,Mtb FBA inh,CCHF vOTU inh,FadD28 binding,BoNT A protease
Cc1cc(NC(=O)CCC(=O)N(CC(=O)NCC2CCCO2)c2ccc(F)c(Cl)c2)no1 (configuration not stated),0.3,0.5,-9.4,-0.8,-2.7,-0.3,8.6,1.3,-1.7
COc1cc(/C=N/NC(N)=S)ccc1OCc1ccc(C)cc1,-1.2,/,-0.9,29.7,21.6,-1.6,9.8,15.8*,0.0
CCOn1c(=O)c(=O)n(O)c2ccccc21,0.1,/,-10.0,15.1,2.4,0.4,18.0,-2.2,-2.9
Cc1ccc(CNC(=O)CCNS(=O)(=O)c2ccc3c(c2)c(=O)n(C)c(=O)n3C)cc1,-6.6,-0.4,6.9,-2.4,2.0,0.7,-4.1,-1.0,0.3
COC(=O)Cc1cc(=O)n2[nH]c(C(F)(F)F)nc2n1,0.2,-3.4,5.8,-1.3,/,-2.1,/,0.7,-0.3
COc1ccccc1C1=NC(c2ccc(C)cc2)N=C1C (configuration not stated),-0.2,/,-3.2,-1.6,2.3,-8.2,14.4,-3.3,-0.3
CCN(CC(=O)Nc1ccc(OC)cc1)C(=O)c1ccc([N+](=O)[O-])cc1,0.9,-2.6,0.4,0.6,-18.5,0.8,-6.2,-1.7,-0.6
CCC(=O)N1CCc2cc(Br)cc(S(=O)(=O)NCCN3CCCCC3CC)c21 (configuration not stated),1.7,11.7,-12.7,7.3,-13.1,0.5,-17.4,-1.7,-0.3
COC(=O)C1=C(C)Nc2c(c(=O)n(C)c(=O)n2C)C1c1cccs1 (configuration not stated),-1.4,1.9,-15.4,11.5,0.3,-3.6,-0.4,-1.4,-1.0
CC1SCC(NC(=O)c2cccc(Cl)c2)CS1 (configuration not stated),0.1,0.7,?,14.5,-3.0,-1.0,1.8,-1.0,-6.0
O=C(CSc1nnc(-c2ccccc2O)o1)N1CCOCC1,/,5.1,0.7,6.0,3.6,3.8,-4.4,0.1,1.6
Cc1ccc(SCCC(=O)OCn2nnc3ccccc3c2=O)cc1,-0.6,/,4.1,1.6,-0.3,4.2,-3.0,0.1,-1.2
O=C(NN1C(=O)C2C(C1=O)C1C=CC2C12CC2)c1ccccc1 (configuration not stated),-1.6,/,-3.7,-0.4,4.9,2.8,6.4,-0.1,0.3
C=CCNc1nc(Nc2ccc(OC)cc2)nc(OCC)n1,-1.1,-2.8,1.6,9.5,9.8,-0.2,11.9,1.7,0.2
O=C(COc1ccc2c3c(c(=O)oc2c1)CCC3)N1CCN(c2ccc(F)cc2)CC1,-1.9,4.9,-9.3,26.1,-10.8,7.8,4.7,1.8,-0.5
Cc1ccc(OC(=O)Nc2ccccc2)cc1,0.2,-1.2,-1.7,7.5,6.6,-0.6,-9.5,0.4,-0.9
CCc1ccccc1NC(=S)N(CCCN1CCOCC1)Cc1cccs1,1.7,5.1,-8.7,6.2,-7.6,-0.7,4.0,2.9,0.7
CC(CC(=O)N1CCc2ccccc21)c1ccccc1 (configuration not stated),2.4,0.1,-4.4,9.2,-7.9,5.7,-1.1,-1.5,0.3
Cc1cc(C)nc(SCc2ccc(C(=O)N/N=C/c3ccncc3)cc2)n1,-0.7,/,-3.7,2.2,-8.0,3.6,-3.4,-5.3,-0.9
CS(=O)(=O)N(CC(=O)NCCC1=CCCCC1)C1CCCCC1,0.0,-4.7,/,-6.0,-3.0,1.1,9.2,0.9,/
Cc1nn(Cc2n[nH]c(=S)n2Cc2ccccc2)c(C)c1Cl,0.6,0.8,-2.3,1.9,4.1,-5.0,17.5,-2.5,-0.4
CCCSc1nsc(N)n1,1.3,/,-5.6,-1.2,-1.0,1.0,-16.2,0.3,?
NC(=O)CCC(NS(=O)(=O)c1ccc(Cl)cc1)C(=O)NCc1ccccc1Cl (configuration not stated),0.5,-2.4,27.4,5.9,1.4,3.2,7.4,-1.7,1.2
COc1ccccc1N(Cc1ccccc1)S(=O)(=O)c1cccc(C(=O)Nc2cc(C)ccn2)c1,-2.2,0.2,-0.9,-0.7,-2.2,0.3,8.9,-2.0,-4.7
COCCn1cnc2c1c(=O)n(CC(=O)Nc1cc(C)on1)c(=O)n2Cc1ccccc1,-1.4,-2.8,6.9,12.4,-4.6,2.4,7.6,-1.0,0.5

# The closing 2 records of the section above are carried over, then new ones follow:
SMILES,Mtb UGM inh,Mtb BioA inh,BoNT F protease,GDH-TPI counter,PrPC surface inh,Mtb FBA inh,CCHF vOTU inh,FadD28 binding,BoNT A protease
COc1ccccc1N(Cc1ccccc1)S(=O)(=O)c1cccc(C(=O)Nc2cc(C)ccn2)c1,-2.2,0.2,-0.9,-0.7,-2.2,0.3,8.9,-2.0,-4.7
COCCn1cnc2c1c(=O)n(CC(=O)Nc1cc(C)on1)c(=O)n2Cc1ccccc1,-1.4,-2.8,6.9,12.4,-4.6,2.4,7.6,-1.0,0.5
CCC(=O)n1nc(-c2ccccc2)nc1SCC(=O)Nc1ccc(C)cc1,-4.1,-0.3,-2.8,-14.0,6.3,0.7,7.0,-2.6,-1.4
COc1ccc(C(=O)OCC(=O)Nc2ccc3c(c2)OCCO3)c(OC)c1,0.4,-0.3,-9.0,-0.3,-0.8,2.4,-1.0,-2.6,-0.8
CCOc1ccc(C(=O)COC(=O)Cn2cnc3c2c(=O)n(C)c(=O)n3C)cc1,0.1,0.0,2.6,4.7,2.6,-0.1,-3.8,0.3,0.1
CC1CCCN(c2ccc(C(=O)N3CCC4(CC3)OCCO4)cc2[N+](=O)[O-])C1 (configuration not stated),-0.5,-0.9,5.9,29.3,-15.7,-4.1,11.2,0.0,-0.1
CC(=O)Nc1ccc(OCC(=O)N(CC(C)C)C2CCS(=O)(=O)C2)cc1 (configuration not stated),-1.2,/,-3.9,1.6,4.7,2.1,0.0,0.8,-1.2
COc1cc(/C=N/NC(=O)CCN2CCN(C)CC2)cc2c1OCO2,0.7,1.3,-4.7,-8.3,-3.0,4.2,2.9,1.4,-3.2
CCNS(=O)(=O)c1ccc(CCC(=O)N2CCN(Cc3ccccc3)CC2)cc1,-0.4,-1.5,?,3.1,-0.5,-0.3,-2.9,-4.0,0.1
Cc1ccc(NC(=O)CN2C(=O)COc3ccc(S(=O)(=O)N4CCCC4)cc32)cc1C,-0.6,2.8,-0.4,1.7,8.0,-0.6,7.7,-0.5,1.2
COc1cc(/C=C2\SC(=O)N(CCN)C2=O)ccc1OS(=O)(=O)c1cc(C)ccc1C,/,/,-11.8,9.8,-8.8,1.3,15.8,-36.5,0.1
O=C(C=Cc1ccccc1)c1cc(Br)ccc1O,/,0.2,-6.5,-6.1,9.6,-1.3,3.2,-4.2,-0.5
COc1ccc(Cl)cc1NC(=O)CN1CCCCCC1,-0.3,/,-1.5,0.0,-3.9,-0.7,8.6,-0.9,-0.3
CC(=O)c1cnc2c(-c3ccccc3)c(-c3ccccc3)nn2c1C,-0.5,-1.7,2.2,-6.4,2.3,0.3,-10.2,-2.2,-2.5
CC(=O)Nc1cn(-c2ccccc2)nc1-c1ccccc1,1.9,/,-3.1,-2.5,2.9,6.0,-2.1,-3.0,-1.4
Nn1cc(-c2ccccc2)nc1SCC(=O)NC1CCS(=O)(=O)C1 (configuration not stated),-0.5,2.6,-1.3,-10.4,7.3,-6.0,-4.3,-2.6,0.1
CC(=O)Nc1cccc(NC(=O)Nc2ccc(C)c(Cl)c2)c1,-0.1,/,-1.4,0.0,13.1,0.3,-1.4,1.8,-0.9
Cc1cccc(Nc2ccccc2)c1,1.6,-1.2,-9.4,-11.2,0.7,-0.4,3.3,-2.1,1.2
Cc1ccc(N2C(=O)CSCC2=O)cc1,2.4,0.2,-6.2,-3.8,1.6,1.0,2.6,-3.7,0.4
CCc1nc2ccccc2c(C(=O)OCC(=O)Nc2cccc(S(=O)(=O)N3CCOCC3)c2)c1C,-2.0,-0.9,-6.6,5.5,26.2*,-1.5,6.1,-8.8,-0.2
NC(=O)C1CCCN(C(=O)c2ccc3oc(Cc4ccc(Cl)cc4)nc3c2)C1 (configuration not stated),-1.6,3.5,-6.2,6.5,4.8,0.1,-4.4,-1.7,-6.1
CC[C@@H](C)[C@@H]1CN([C@@H](CN2CCC[C@H]2CN2C(N)=NC[C@H]2C(C)C)C(C)C)C(=N)N1CCc1ccc(Cl)c(Cl)c1,/,-2.3,-12.2,8.3,/,4.8,/,-5.6,-0.4
CS(=O)(=O)N(CC(=O)NCc1ccc2c(c1)OCO2)c1ccc(Cl)cc1,-1.8,2.7,14.2,-2.7,0.1,-4.3,-7.7,-4.1,0.2
Cc1ccnc(NS(=O)(=O)c2ccc(NC(=O)c3ccc(S(=O)(=O)N4CCOCC4)cc3)cc2)n1,0.9,/,-1.8,3.3,-1.1,-3.4,-2.7,-4.7,-0.8
Cc1cc[n+](-c2[nH]c(=O)sc2/C=N/N=C(\[O-])c2ccccc2)cc1C,/,/,0.2,11.2,-12.1,-5.0,-4.4,-1.8,-0.1
CCN1CCN(c2ccc(NC(=O)c3cccc4ncccc34)cc2)CC1,0.0,1.1,-10.3,6.3,-6.4,-2.7,-5.6,-0.3,?
CCOC(=O)N1CCN(S(=O)(=O)c2ccc(C(=O)N(CCCN(C)C)c3nc4ccc(Cl)cc4s3)cc2)CC1,0.6,-0.3,4.5,-6.2,-8.3,-1.9,7.3,-6.9,-0.2

# Another view of some results above:
# Each structure is followed by: Mtb UGM inh, Mtb BioA inh, BoNT F protease, GDH-TPI counter, PrPC surface inh, Mtb FBA inh, CCHF vOTU inh, FadD28 binding, BoNT A protease
CC(=O)c1cnc2c(-c3ccccc3)c(-c3ccccc3)nn2c1C
→ -0.5, -1.7, 2.2, -6.4, 2.3, 0.3, -10.2, -2.2, -2.5
CC(=O)Nc1cn(-c2ccccc2)nc1-c1ccccc1
→ 1.9, /, -3.1, -2.5, 2.9, 6.0, -2.1, -3.0, -1.4
Nn1cc(-c2ccccc2)nc1SCC(=O)NC1CCS(=O)(=O)C1 (configuration not stated)
→ -0.5, 2.6, -1.3, -10.4, 7.3, -6.0, -4.3, -2.6, 0.1
CC(=O)Nc1cccc(NC(=O)Nc2ccc(C)c(Cl)c2)c1
→ -0.1, /, -1.4, 0.0, 13.1, 0.3, -1.4, 1.8, -0.9
Cc1cccc(Nc2ccccc2)c1
→ 1.6, -1.2, -9.4, -11.2, 0.7, -0.4, 3.3, -2.1, 1.2
Cc1ccc(N2C(=O)CSCC2=O)cc1
→ 2.4, 0.2, -6.2, -3.8, 1.6, 1.0, 2.6, -3.7, 0.4
CCc1nc2ccccc2c(C(=O)OCC(=O)Nc2cccc(S(=O)(=O)N3CCOCC3)c2)c1C
→ -2.0, -0.9, -6.6, 5.5, 26.2*, -1.5, 6.1, -8.8, -0.2
NC(=O)C1CCCN(C(=O)c2ccc3oc(Cc4ccc(Cl)cc4)nc3c2)C1 (configuration not stated)
→ -1.6, 3.5, -6.2, 6.5, 4.8, 0.1, -4.4, -1.7, -6.1
CC[C@@H](C)[C@@H]1CN([C@@H](CN2CCC[C@H]2CN2C(N)=NC[C@H]2C(C)C)C(C)C)C(=N)N1CCc1ccc(Cl)c(Cl)c1
→ /, -2.3, -12.2, 8.3, /, 4.8, /, -5.6, -0.4
CS(=O)(=O)N(CC(=O)NCc1ccc2c(c1)OCO2)c1ccc(Cl)cc1
→ -1.8, 2.7, 14.2, -2.7, 0.1, -4.3, -7.7, -4.1, 0.2
Cc1ccnc(NS(=O)(=O)c2ccc(NC(=O)c3ccc(S(=O)(=O)N4CCOCC4)cc3)cc2)n1
→ 0.9, /, -1.8, 3.3, -1.1, -3.4, -2.7, -4.7, -0.8
Cc1cc[n+](-c2[nH]c(=O)sc2/C=N/N=C(\[O-])c2ccccc2)cc1C
→ /, /, 0.2, 11.2, -12.1, -5.0, -4.4, -1.8, -0.1
CCN1CCN(c2ccc(NC(=O)c3cccc4ncccc34)cc2)CC1
→ 0.0, 1.1, -10.3, 6.3, -6.4, -2.7, -5.6, -0.3, ?
CCOC(=O)N1CCN(S(=O)(=O)c2ccc(C(=O)N(CCCN(C)C)c3nc4ccc(Cl)cc4s3)cc2)CC1
→ 0.6, -0.3, 4.5, -6.2, -8.3, -1.9, 7.3, -6.9, -0.2
